# Screening results deposited in PubChem BioAssay by Sanford-Burnham Center for Chemical Genomics.
# mIAP act = increases mouse intestinal alkaline phosphatase activity; activation factor at 10 µM; hit rate 0.24% among 330,000; muIAP, CDP-Star luminescence, 30 min; hits give high values; 1 = vehicle-only enzyme signal, 0 = enzyme-free wells;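 active = activation factor of at least 2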; also: the source names both 10 and 20 µM as test concentration; values of inactives mirror those of a sister screen read the other way
#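 Assay system: mouse IAP enzyme; Reagent: CDP-Star chemiluminescent phosphatase substrate; Compound: DMSO-dissolved test compounds; Incubation: 30 min, room temperature; Technique: luminescence from enzymatic CDP-Star hydrolysis; Controls: DMSO-only wells and no-enzyme negative control.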
# hIAP block = human IAP inhibition; P09923; purified IAP, CDP-Star luminescence, 30 min; inhibition, % at 10 µM; hit rate 0.12% among 330,000; AID 2544;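 active = inhibition reaching a set limit with compound at 10 µM in the primary screen, cut at about 35% in these data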;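 also: plate controls were DMSO wells with enzyme for no effect and no-enzyme buffer wells for full effect; values of inactives mirror those of a sister screen read the other way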
# Target sequence (P09923 whole entry, looked up): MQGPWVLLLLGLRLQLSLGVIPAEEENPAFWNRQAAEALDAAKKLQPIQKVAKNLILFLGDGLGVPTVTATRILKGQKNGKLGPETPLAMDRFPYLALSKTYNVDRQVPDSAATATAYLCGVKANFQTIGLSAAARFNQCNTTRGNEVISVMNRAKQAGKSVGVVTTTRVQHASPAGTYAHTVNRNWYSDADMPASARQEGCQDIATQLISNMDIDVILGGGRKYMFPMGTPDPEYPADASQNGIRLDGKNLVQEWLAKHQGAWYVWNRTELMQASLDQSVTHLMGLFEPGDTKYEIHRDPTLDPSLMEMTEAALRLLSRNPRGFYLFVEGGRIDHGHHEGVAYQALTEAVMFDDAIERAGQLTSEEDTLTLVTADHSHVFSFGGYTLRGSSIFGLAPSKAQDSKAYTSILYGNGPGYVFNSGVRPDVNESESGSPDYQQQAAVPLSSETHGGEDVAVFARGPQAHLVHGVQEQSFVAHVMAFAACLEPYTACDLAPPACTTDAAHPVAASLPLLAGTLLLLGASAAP
# APOBEC3A inh = human APOBEC3A DNA deaminase inhibition. P31941. recombinant A3A, FAM/TAMRA ssDNA deamination fluorescence. inhibition, % at 20 µM. hit rate 0.41% among 330,000. AID 493011;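 active = at least 40% inhibition at 20 µM here, with at most 30% in a related deaminase screen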;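 also: plate controls were A3A with DMSO for no effect and wells lacking A3A enzyme for full effect; some results filed as inactive read as strong as hits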
# Target sequence (P31941 whole entry, looked up): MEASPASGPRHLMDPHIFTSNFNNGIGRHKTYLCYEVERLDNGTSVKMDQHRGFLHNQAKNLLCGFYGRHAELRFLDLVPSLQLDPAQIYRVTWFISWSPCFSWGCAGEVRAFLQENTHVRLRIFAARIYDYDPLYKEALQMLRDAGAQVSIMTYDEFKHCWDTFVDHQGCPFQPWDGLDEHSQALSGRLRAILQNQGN
# MPTP inh = blocks calcium-induced mitochondrial swelling | isolated mouse mitochondria, Ca2+ swelling absorbance, 30 min | inhibition, % at 10 µM | hit rate 1.4% among 360,000;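 active = inhibition of 50% or more, scaled per plate between neutral and stimulator controls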;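 also: 0% = DMSO wells given calcium and 100% = 1 mM EGTA wells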
# mIAP block = mouse IAP inhibition. hit rate 0.2% among 330,000. inhibition, % at 10 µM. purified mouse IAP, CDP-Star luminescence, 30 min;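 active = inhibition of at least 40% at 10 µM in the primary screen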;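 also: plate controls were DMSO with enzyme for no effect and no enzyme wells for full effect; values of inactives mirror those of a sister screen read the other way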
# APOBEC3G inh = inhibitors of human APOBEC3G DNA deaminase; Q9HC16; recombinant A3G, ssDNA deamination FAM/TAMRA fluorescence; inhibition, % at 20 µM; hit rate 0.28% among 330,000; AID 493012;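 active = inhibition of at least 40% at 20 µM, with no more than 30% in the related APOBEC3A deaminase screen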;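 also: plate controls were DMSO wells with A3G for no effect and wells lacking A3G enzyme for full effect; some compounds called inactive have numbers as strong as hits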
# Target sequence (Q9HC16 whole entry, looked up): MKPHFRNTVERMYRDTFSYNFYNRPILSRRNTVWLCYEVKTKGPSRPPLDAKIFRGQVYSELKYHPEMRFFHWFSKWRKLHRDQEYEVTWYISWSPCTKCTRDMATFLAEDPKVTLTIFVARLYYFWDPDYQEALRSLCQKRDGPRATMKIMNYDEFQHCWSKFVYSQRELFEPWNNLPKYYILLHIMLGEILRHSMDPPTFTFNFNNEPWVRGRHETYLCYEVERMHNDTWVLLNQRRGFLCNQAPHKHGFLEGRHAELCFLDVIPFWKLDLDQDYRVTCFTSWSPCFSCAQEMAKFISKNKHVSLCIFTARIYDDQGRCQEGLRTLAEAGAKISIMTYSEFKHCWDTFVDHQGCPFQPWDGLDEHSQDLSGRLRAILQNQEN
# MIN6 prolif = inducers of beta-cell replication in MIN6 cells; MIN6 cells proliferation, ATPlite luminescence, 48 h; cells starved in 0.2% serum; 100% = growth in 10% serum; proliferation, % at 10 µM; hit rate 0.29% among 330,000;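 active = compounds whose signal lies at least 3.5 SD above the mean of all wells on their plate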;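 also: 0% = DMSO-treated cells in low-serum medium and 100% = 10% serum control; some compounds called inactive have numbers as strong as hits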
# ATG4B inhibitor = blocks human ATG4B protease cleavage of LC3 substrate | ATG4B cleavage of LC3-PLA2, NBD-HPC fluorescence, 1 h | inhibition, % at 8.33 µM | hit rate 0.51% among 340,000 | AID 504462; in the data active = inhibition above about 40%
# hIAP activ = human IAP activation; P09923; purified human IAP, CDP-Star luminescence, 30 min; hits give high values; 1 = vehicle-only enzyme, 0 = enzyme-free background; activation factor at 10 µM; hit rate 0.16% among 330,000; AID 2524;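 active = activation factor of the enzyme at least 2-fold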; also: the source names both 10 and 20 µM as test concentration; values of inactives mirror those of a sister screen read the other way
# * marks the source's active call; other numbers are inactive results; & = joins results of further samples.
SMILES,mIAP act,hIAP block,APOBEC3A inh,MPTP inh,mIAP block,APOBEC3G inh,MIN6 prolif,ATG4B inhibitor,hIAP activ
COc1ccc(S(=O)(=O)N2CCC(C(=O)Nc3cccc(C(C)=O)c3)CC2)cc1C,0.995,6.0,18.7,-0.7,0.5,-0.4,-2.3,-12.6,0.94
COc1ccccc1NCC(=O)N/N=C/c1sccc1C,0.986,-4.5,0.9,-0.5,1.4,0.5,2.2,5.5,1.04
Cc1cnc(NC(=O)CCc2ccccc2)s1,0.978,15.0,-2.5,-0.1,2.2,-5.7,0.3,1.0,0.85
COc1ccc(S(=O)(=O)N2CCCCCC2)cc1C(=O)N(C)Cc1ccc(Cl)cc1Cl,0.96,-9.6,-4.0,-0.3,4.0,-8.6,-6.0,4.4,1.1
Cc1csc(SCC(=O)Nc2cccc(S(=O)(=O)N3CCCC3)c2)n1,1,9.0,-3.2,1.3,0.0,-6.9,-1.1,1.1,0.91
CCCCC(=O)Nc1ccc(C(=O)Nc2ccc(OC)cc2[N+](=O)[O-])cc1,1.01,21.3,1.8,4.0,-1.2,1.0,0.5,-9.3,0.787
CC(C)CC(=O)Nc1ccc2c(c1)OCO2,0.959,5.6,1.0,-2.7,4.1,-6.6,0.0,9.8,0.944
O=C(N=Nc1c(O)[nH]c2ccccc12)c1cccc(S(=O)(=O)Nc2ccccc2Cl)c1,0.884,-13.4,0.9,7.9,11.6,5.7,-4.7,7.3,1.13
O=C1CC(N2CCN(c3ccccc3Cl)CC2)C(=O)N1c1ccc(F)cc1 (configuration not stated),1.08,1.0,-0.5,0.9,-8.0,-2.8,1.0,-3.2,0.99
COc1ccccc1CNC(=O)C1CCC(CNS(=O)(=O)c2cccc3cccnc23)CC1 (configuration not stated),1.07,-26.0,-2.1,0.5,-7.0,-4.2,-2.6,-0.7,1.26
O=C(COC(=O)CNS(=O)(=O)c1ccc(Cl)cc1)NC1CCCCC1,0.973,0.9,0.2,0.8,2.7,-6.4,0.0,-5.4,0.991
Cc1c(C)c2c(OCC(=O)NCC(O)c3ccccc3)cc3c(c2oc1=O)CCC(C)(C)O3 (configuration not stated),0.935,3.0,1.5,0.8,6.5,-5.3,-1.7,-2.5,0.97
CCn1c(SCC(=O)Nc2cccc(S(=O)(=O)N(C)c3ccccc3)c2)nnc1C1CC1,1.07,-8.6,-1.8,-0.5,-6.6,-6.4,-6.0,-3.8,1.09
CCCCNc1c(-c2ccc(OC)c(SC(C)CC)c2)nc2cc(C)ccn12 (configuration not stated),1.16,-8.3,-3.0,46.3&10.0,-16.1,2.8,-6.3,12.2,1.08
CCOC(=O)C1=C(C)N=C2SC(C)C(=O)N2C1c1ccccc1 (configuration not stated),0.976,-1.4,0.1,0.0,2.4,-17.8,-1.7,-3.4,1.01
CCOC(=O)Cn1c(CN2CCOCC2)nc2c1c(=O)[nH]c(=O)n2C,0.951,1.5,2.5,0.2,4.9,2.7,-2.4,0.8,0.985
CCn1nnnc1SCC(=O)N1c2ccccc2CCc2ccccc21,0.991,3.8,-1.1,-1.8,0.9,-1.7,1.7,-17.0,0.962
O=C(CNC(=O)c1ccc(F)cc1)N/N=C/c1cc(Br)ccc1OC(=O)/C=C/c1ccco1,0.63,-2.4,28.5,5.9,37.0,6.4,-6.4,7.1,1.02
CS(=O)(=O)N1CCN(c2ccccc2NC(=O)CSc2nnc(-c3ccco3)o2)CC1,1.02,7.4,-0.6,-0.7,-2.5,-3.5,0.0,-6.5,0.926
CCOC(=O)c1nn(-c2ccc(C)cc2)c(=O)cc1OCC(=O)Nc1cccc(C)c1,1.01,-16.5,2.1,0.4,-1.1,2.1,-0.1,-4.0,1.17
CCOc1ccc(C(=O)Nc2c3c(nn2-c2ccc(C)cc2)CS(=O)C3)cc1OCC (configuration not stated),1.15,-5.5,-1.9,-1.3,-14.8,-7.8,-4.7,-6.1,1.05
O=C(Nc1cc([N+](=O)[O-])ccc1N1CCOCC1)c1cccs1,0.892,-49.3,-4.2,1.4,10.8,-8.2,-4.2,3.6,1.49
O=C(Cc1ccc2c(c1)OCCO2)Nc1cccc(S(=O)(=O)N2CCOCC2)c1,1.3,0.6,4.3,-0.6,-29.8,-4.4,-1.7,-7.4,0.994
COc1ccc(NC(=O)CS(=O)c2ccc(Cl)c(Cl)c2)cc1 (configuration not stated),0.971,-27.9,-1.7,0.7,2.9,-9.1,2.8,2.0,1.28
CCn1c(=O)c2c(nc(SCC(=O)NCC3CCCO3)n2C)n(C)c1=O (configuration not stated),0.995,14.4,-5.7,-1.6,0.5,-6.9,-0.9,4.4,0.856

# Some of the entries so far, bar-delimited.
Structure | mIAP act | hIAP block | APOBEC3A inh | MPTP inh | mIAP block | APOBEC3G inh | MIN6 prolif | ATG4B inhibitor | hIAP activ
Cc1c(C)c2c(OCC(=O)NCC(O)c3ccccc3)cc3c(c2oc1=O)CCC(C)(C)O3 (configuration not stated) | 0.935 | 3.0 | 1.5 | 0.8 | 6.5 | -5.3 | -1.7 | -2.5 | 0.97
CCn1c(SCC(=O)Nc2cccc(S(=O)(=O)N(C)c3ccccc3)c2)nnc1C1CC1 | 1.07 | -8.6 | -1.8 | -0.5 | -6.6 | -6.4 | -6.0 | -3.8 | 1.09
CCCCNc1c(-c2ccc(OC)c(SC(C)CC)c2)nc2cc(C)ccn12 (configuration not stated) | 1.16 | -8.3 | -3.0 | 46.3&10.0 | -16.1 | 2.8 | -6.3 | 12.2 | 1.08
CCOC(=O)C1=C(C)N=C2SC(C)C(=O)N2C1c1ccccc1 (configuration not stated) | 0.976 | -1.4 | 0.1 | 0.0 | 2.4 | -17.8 | -1.7 | -3.4 | 1.01
CCOC(=O)Cn1c(CN2CCOCC2)nc2c1c(=O)[nH]c(=O)n2C | 0.951 | 1.5 | 2.5 | 0.2 | 4.9 | 2.7 | -2.4 | 0.8 | 0.985
CCn1nnnc1SCC(=O)N1c2ccccc2CCc2ccccc21 | 0.991 | 3.8 | -1.1 | -1.8 | 0.9 | -1.7 | 1.7 | -17.0 | 0.962

# Additional compounds follow.
SMILES,mIAP act,hIAP block,APOBEC3A inh,MPTP inh,mIAP block,APOBEC3G inh,MIN6 prolif,ATG4B inhibitor,hIAP activ
COc1ccccc1NC(=O)c1ccccc1-c1ccccc1C(=O)O,1.02,11.0,2.1,0.5,-2.5,-2.6,-0.1,2.0,0.89
O=C(COC(=O)c1ccc2c(c1Cl)C(=O)c1ccccc1C2=O)NC1CCCCC1,1.04,-10.5,3.7,2.6,-4.1,-0.2,-5.0,13.3,1.1
COc1cccc(CNC(=O)c2ccc(Cl)c(NC3=NC4CS(=O)(=O)CC4S3)c2)c1 (configuration not stated),0.992,28.4,-4.5,0.9,0.8,-11.2,3.9,-7.7,0.716
O=C(OCC(=O)N1CCOCC1)c1ccccc1O,0.958,-10.1,-4.6,0.7,4.2,-10.2,-3.9,-1.9,1.1
CC(Sc1nnc(-c2ccncc2)n1-c1ccc(F)cc1)C(=O)NC1CC1 (configuration not stated),1.08,16.0,0.2,-1.6,-8.5,-8.6,3.8,3.5,0.84
O=C(C1CCCCC1)N1CCc2ccccc21,0.917,12.3,3.6,-0.6,8.3,-3.4,-2.7,-3.5,0.877
Cc1cc(Cl)c(OCCN2C(=O)NC(C)(C)C2=O)c(Br)c1,1.02,-17.6,0.2,2.3,-1.7,-6.1,0.0,-8.2,1.18
CCCCCCCn1c(=N)n(CC(=O)c2ccco2)c2ccccc21,0.943,37.0*,-0.5,82.9*,5.7,-1.3,-3.8,-10.6,0.63
CC1(C)CC(=O)C(N=Nc2ccc(F)cc2)=C(O)C1,1.06,8.1,6.4,1.5,-5.8,1.1,-2.5,-4.0,0.919
C=CCn1c(SCCNC(C)=O)nc2cc(-c3ccccc3)sc2c1=O,1.05,-17.2,-2.4,-1.9,-5.3,-4.8,-1.1,-3.3,1.17
CC[C@@]1(C(=O)OC)N[C@H](CN(C)S(=O)(=O)c2ccccc2)[C@@H]2C(=O)N(Cc3ccccc3)C(=O)[C@@H]21,1.02,-4.1,-4.4,0.6,-2.2,-7.1,-1.7,-0.2,1.04
COc1ccc(CCN(C)S(=O)(=O)c2ccc(Cl)nc2)cc1OC,1.02,-5.4,3.6,5.8,-2.0,-1.1,2.5,25.0,1.05
CCc1cc(=O)oc2cc(C)cc(OCC(=O)NC3CCN(Cc4ccccc4)CC3)c12,1.02,-15.0,-3.7,-0.7,-2.1,-7.2,-0.3,-5.2,1.15
COc1cc2[nH]c(=S)n(C3CCCC3)c(=O)c2cc1OC,0.918,2.5,-1.1,0.2,8.2,-3.8,-3.2,-5.5,0.975
NC(=O)C1CCCN(C(=O)CCCNC(=O)c2ccc(Cl)cc2)C1 (configuration not stated),1.06,4.9,0.2,-2.2,-5.9,3.9,0.0,-19.3,0.951
Cc1ccc(SCC(=O)NN=C2CCN(C)CC2)cc1,0.944,-9.4,0.4,-1.3,5.6,-0.5,1.8,-4.4,1.09
CCCn1c(SCC(=O)N2CCc3ccccc32)n[nH]c1=O,1.01,-0.9,1.4,0.2,-1.5,4.1,-0.6,4.0,1.01
O=C(Nc1nccs1)c1ccc[nH]c1=O,0.868,2.1,-2.1,0.9,13.2,-3.3,0.7,0.2,0.979
Cc1ccccc1S(=O)(=O)N1[C@@H](c2ccc(F)cc2)C(C(=O)O)=CC[C@H]1c1ccc(Cl)cc1,0.879,1.5,2.9,-1.2,12.1,-9.1,-4.1,6.0,0.985
C=CCN(C(=O)CCS(=O)(=O)c1cccc2nsnc12)c1ccccc1,0.975,9.7,-1.2,-2.5,2.5,-8.6,-3.4,-0.8,0.903
CC(/C=N/n1c(-c2n[nH]c3c2CCC3)n[nH]c1=S)=C\c1ccco1,0.804,-53.8,14.6,-0.4,19.6,55.2*,-1.9,-5.1,1.54
O=C(CN1C(=O)c2cccc3cccc1c23)NC1CCCC1,0.964,-5.0,-2.5,-0.3,3.6,-3.9,-1.4,-10.4,1.05
O=C(COC(=O)C1CC2CCCC(C1)C2=O)NNC(=O)c1ccc([N+](=O)[O-])cc1 (configuration not stated),0.892,3.2,5.9,0.5,10.8,-6.9,3.2,1.8,0.968
COc1ccccc1-n1cnnc1SC(C)C(=O)Nc1ccc(NC(C)=O)cc1 (configuration not stated),0.9,-7.8,1.1,-0.2,10.0,-2.8,0.6,2.9,1.08
O=S(=O)(c1ccc(NC(=S)NCc2ccncc2)cc1)N1CCCCC1,1.3,15.0,-4.6,36.3,-29.7,-8.3,-1.4,-1.3,0.85

# (list continues)
SMILES,mIAP act,hIAP block,APOBEC3A inh,MPTP inh,mIAP block,APOBEC3G inh,MIN6 prolif,ATG4B inhibitor,hIAP activ
COCC(=O)n1cc(C(=O)OC)c2ccccc21,1.01,7.1,-2.6,-3.2,-1.4,-3.0,2.4,-10.8,0.929
N#CCCN1CCCc2cc(N=Nc3ccc(C(F)(F)F)cc3)ccc21,0.758,16.3,3.8,0.4,24.2,-3.3,-2.4,4.6,0.837
O=C(Nc1cccc(S(=O)(=O)NC2=NCCCCC2)c1)c1cccnc1Cl,0.975,4.5,4.1,1.6,2.5,-2.7,-1.0,-6.4,0.955
Cc1ccc(C)c(N2CCN(S(=O)(=O)c3c(C)noc3/C=C/N(C)C)CC2)c1,1.04,-16.5,-4.5,1.3,-3.7,-3.0,-3.6,7.2,1.17
COc1ccc(/C=C2\CCc3ccccc3C2=O)cc1Cn1nc(C)cc1C,0.886,2.8,-2.6,0.2,11.4,-2.9,-5.7,34.1,0.972
Cc1ccc(CNC(=O)c2ccc(NC(=O)C3=CSCCO3)cc2)cc1,0.93,-7.3,-3.7,-2.4,7.0,-6.1,-1.0,-9.0,1.07
